# ERG Ets-DNA blk = qHTS for Small Molecule Inhibitors of the ERG Ets/DNA interaction; 370,000 tested, 0.028% active; Potency, µM (top dose mostly 76.9 µM), inactives show at the highest dose FP activity, negative = inhibition, most hits filed as inhibitors; Transcriptional regulator ERG (Homo sapiens), P11308; fluorescence polarization, His-ERG Ets domain / labelled DNA; active means well fitted inhibition curve with a large enough effect in the polarisation, with a control signal flat; inconclusive means small, poorly fitted or top-dose-only effect, or effect the other way, or a change in a side signal; inactive means no such curve, though single readings can be large or run the other way; the % refers to the polarisation;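 further: polarization taken with two DNA probes labelled with fluorescein and Texas red; potency means the concentration at half of the fitted maximal effect; % of control where 0% means no effect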
# Target sequence (P11308 whole entry, looked up, the tested form may be a part): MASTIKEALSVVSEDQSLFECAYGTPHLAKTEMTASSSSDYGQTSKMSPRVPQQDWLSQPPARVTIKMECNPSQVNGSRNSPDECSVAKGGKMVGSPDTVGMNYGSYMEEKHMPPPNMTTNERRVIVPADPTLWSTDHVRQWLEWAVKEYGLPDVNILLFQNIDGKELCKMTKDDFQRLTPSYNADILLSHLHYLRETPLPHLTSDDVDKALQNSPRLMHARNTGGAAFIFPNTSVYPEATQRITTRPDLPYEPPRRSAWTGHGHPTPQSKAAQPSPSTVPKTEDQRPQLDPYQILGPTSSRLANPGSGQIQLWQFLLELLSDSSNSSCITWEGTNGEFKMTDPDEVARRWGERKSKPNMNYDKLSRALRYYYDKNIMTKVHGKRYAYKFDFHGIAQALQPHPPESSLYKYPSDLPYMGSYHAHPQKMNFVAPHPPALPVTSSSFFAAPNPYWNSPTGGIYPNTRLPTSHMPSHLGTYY
#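 His-tagged ERG Ets domain (1 uM in the protein solution; 300mM KCl, 50mM Tris-HCl, 1mM EDTA, 1mM DTT, pH 7.5) received compound, then a probe mix of 5 nM fluorescein-DNA and 100nM Texas-615-DNA. Fluorescence polarization was read for both dyes.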
# POLK inh = qHTS for Inhibitors of Polymerase Kappa. DNA polymerase kappa (Homo sapiens), Q9UBT6. purified Pol kappa, fluorescent DNA synthesis assay, 10 min. Potency, µM (series often up to 107 µM), for the others: at the top dose activity, negative = inhibition, most hits filed as inhibitors. 400,000 tested, 0.53% active; further: potency means the concentration at half of the fitted maximal effect; on the % scale 0 is the no-effect control and ±100 the full control effect
#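 Fluorescent qHTS in 1536-well format: enzyme (10 nM) and compound sat 15 min at room temperature before 50 nM substrate (final) was added. Signal taken at 0 and 10 min; no-enzyme buffer wells were negative controls.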
# RGS4 inhibitor = Inhibitors of Regulator of G Protein Signaling (RGS) 4: qHTS; Regulator of G-protein signaling 4 (Homo sapiens), P49798; Potency, µM (titrated, usually from 114 µM), for the others: at the top dose activity change, negative = inhibition, usual class: inhibitors; 390,000 tested, 0.039% active; Transcreener GDP fluorescence polarization, RGS4-accelerated GTP hydrolysis; further: potency means the concentration at half of the fitted maximal effect; on the % scale 0 is the no-effect control and ±100 the full control effect; nearly all actives have a fitted effect of over 75% in size; some results filed as inactive show a strong effect at the top dose
# Target sequence (P49798 whole entry, looked up): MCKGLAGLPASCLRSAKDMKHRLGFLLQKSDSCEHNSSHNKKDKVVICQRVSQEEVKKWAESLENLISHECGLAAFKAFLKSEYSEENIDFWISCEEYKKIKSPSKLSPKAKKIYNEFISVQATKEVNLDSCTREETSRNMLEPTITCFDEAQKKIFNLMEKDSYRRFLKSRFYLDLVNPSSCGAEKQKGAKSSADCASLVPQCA
#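 MLSMR compounds (23 nl, pin-transferred) preincubated 10 min at room temperature with a 500nM (2x) first reagent, then RGS4 at 900nM (2x) plus Transcreener GDP mix added; fluorescence polarization (620/688 nm) read before and after 90 min at 30 °C.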
# Pol eta inh = qHTS for Inhibitors of Polymerase Eta; AID 588591, 2011; Potency, µM (titrated, usually from 114 µM), for the others: at the top dose activity change, negative = inhibition, actives largely listed as inhibitors; DNA polymerase eta (Homo sapiens), Q9Y253; 390,000 tested, 1.2% active; recombinant Pol eta, fluorescent DNA replication assay; further: potency means the concentration at half of the fitted maximal effect; on the % scale 0 is the no-effect control and ±100 the full control effect
#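 Pol eta at 10 nM preincubated with compounds 15 min at room temperature; reaction started with fluorescent substrate (50 nM final) and read kinetically at 0 and 10 min.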
# APEX1 inh = qHTS Assay for Inhibitors of the Human Apurinic/apyrimidinic Endonuclease 1 (APE1). DNA repair nuclease/redox regulator APEX1 (Homo sapiens), P27695. recombinant APE1, TAMRA/BHQ-2 abasic DNA cleavage fluorescence. Potency, µM (series often up to 65.8 µM), without a hit: at the highest dose activity change, negative = inhibition, hits mostly inhibitors. 350,000 tested, 0.35% active. AID 2517, 2012;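 further: potency means the concentration at half of the fitted maximal effect; plate controls were vehicle for no effect and reference inhibitor for full effect; nearly all actives have a fitted effect of over 55% in size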
# Target sequence (P27695 whole entry, looked up): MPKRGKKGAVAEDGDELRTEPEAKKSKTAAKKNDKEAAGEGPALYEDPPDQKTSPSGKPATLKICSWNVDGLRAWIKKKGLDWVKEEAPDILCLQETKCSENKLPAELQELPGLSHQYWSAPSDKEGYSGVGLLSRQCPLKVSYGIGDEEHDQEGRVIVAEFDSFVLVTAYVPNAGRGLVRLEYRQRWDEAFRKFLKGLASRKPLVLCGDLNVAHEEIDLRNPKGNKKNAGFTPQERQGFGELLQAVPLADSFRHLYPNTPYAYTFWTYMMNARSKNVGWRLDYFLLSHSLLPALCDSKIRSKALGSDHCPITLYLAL
#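 Quantitative HTS: incision of a TAMRA/BHQ-2 double-stranded substrate bearing a tetrahydrofuran abasic site by 0.75 nM APE1 raises fluorescence. Substrate 50 nM final, added after 15 min compound preincubation at room temperature; progress as third-minus-first kinetic read difference.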
# 12-LOX inh = Primary qHTS assay for inhibitors of human arachidonate 12S-lipoxygenase (ALOX12): Round 2; AID 1671190, 2021; purified 12hLO, xylenol orange hydroperoxide absorbance; Polyunsaturated fatty acid lipoxygenase ALOX12 (Homo sapiens), P18054; 580,000 tested, 1.1% active; Potency, µM (titrated, usually from 108 µM), without a hit: at the highest dose activity change, negative = inhibition, actives largely listed as inhibitors; further: potency means the concentration at half of the fitted maximal effect; on the % scale 0 is the no-effect control and ±100 the full control effect
#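 Hydroperoxide product was detected by ferrous iron/xylenol orange as the 573 to 405 nm absorbance ratio. Arachidonic acid at 40 uM (final) was turned over for 30 min at room temperature by 150 nM human 12hLO, pH 7.0 Hepes buffer, after 15 min compound preincubation.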
# LDHA block = qHTS assay for inhibitors of human lactate dehydrogenase. L-lactate dehydrogenase A chain (Homo sapiens), P00338. purified LDHA, NADH/diaphorase-resazurin fluorescence; hits give low values. activity change, % (values are at about 110 or 230 µM). 480,000 tested, 0.15% active; in the data active means activity change below about -30%; inconclusive means mostly about -25% to -30%;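 further: plate controls were DMSO wells for no effect and wells without enzyme for full effect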
#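 Human LDH5 (2 nM) was incubated with 0.06 mM NADH and 0.2 mM pyruvate for 5 min at room temperature in Tris pH 7.4. Remaining NADH was coupled through diaphorase/resazurin, and resorufin fluorescence was read at 0 and 20 min.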
# Apoferritin bind = qHTS Assay for Identification of Novel General Anesthetics; Ferritin light chain (Equus caballus), P02791; apoferritin/1-aminoanthracene competitive binding, fluorescence; Potency, µM (titrated, usually from 77.5 µM), for inactives: top-dose activity change, negative = displacement, most hits filed as inhibitors; 350,000 tested, 0.074% active; AID 485281, 2010; further: potency means the concentration at half of the fitted maximal effect; on the % scale 0 is the no-effect control and ±100 the full control effect; nearly all actives have a fitted effect of over 20% in size
#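 10 uM apoferritin + 50% sat. 1-AMA, PBS; cpd 10 min RT; Ex380/Em535 endpoint; normalized to free probe vs complex; 4-param Hill fit; propofol titration as pos. ctrl.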
# POLB inh = qHTS Assay for Inhibitors of DNA Polymerase Beta | P06746 | Pol beta primer extension/strand displacement, fluorescence kinetic | Potency, µM (highest dose often 114 µM), inactives show top-dose activity change, negative = inhibition, usual class: inhibitors | 340,000 tested, 1.3% active | AID 485314, 2010; further: potency means the concentration at half of the fitted maximal effect; on the % scale 0 is the no-effect control and ±100 the full control effect
#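 Pol beta (10 nM) and compounds were preincubated 15 min at room temperature, then 50 nM substrate (final) started primer extension/strand displacement. Reads were taken at 0 and 10 min; concentration-response data were fitted to a four-parameter Hill equation.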
# An asterisk follows results filed as active; i = inactive; ? = inconclusive; nt = not tested or not shown; & = joins results of further samples; [ ] = dose if it differs, or a comment. Unless noted, the call rests on the fitted dose curve; in most records, active means well fitted curve in the direction sought with a large enough effect; inconclusive means small, poorly fitted or top-dose-only effect, or another doubt; inactive means no such curve, though single readings can be large; an effect the other way counts as inactive or inconclusive.
SMILES,ERG Ets-DNA blk,POLK inh,RGS4 inhibitor,Pol eta inh,APEX1 inh,12-LOX inh,LDHA block,Apoferritin bind,POLB inh
COc1cccc2c1OC1(C)CC2NC(=O)N1Cc1ccccc1 (centres undefined),5%,5%,-12%,-5%,7%,-51%,0,-9%,51%
O=C(Nc1cccc(S(=O)(=O)N2CCCC2)c1)c1cc(=O)[nH]c2ccccc12,14%,7%,-9%,-16%,27%,215%[activator],4,nt,nt
CCOC(=O)c1ccc(NC(=S)N(CCCN2CCN(CC)CC2)Cc2cccs2)cc1,4%,-18%,2%,-7%,3%,3%,-4,?,5%
CC(C)C(C(=O)OCC(=O)c1ccccc1)N1C(=O)C2C3C=CC(C3)C2C1=O (centres undefined),-9%,-4%[60.1 µM],0%[11.4 µM],-15%,14%,3%,-2,-13%,28%
CCOc1cc(-c2nnc(SCC(=O)Nc3ccc(F)c(F)c3)nc2-c2ccc(OC)c(OCC)c2)ccc1OC,-3%,-2%[60.1 µM],-9%,-11%,nt,?,-1,-12%,18%
Cc1ccc(OCCC(=O)OCC(=O)Nc2ccc(C)c(S(=O)(=O)N3CCOCC3)c2)cc1,9%,-21%,-45%,-18%,nt,8%,-4,nt,nt
COc1ccc(O)c(CN2CCN(C/C=C/c3ccccc3)CC2)c1,-3%,-13%,-13%,-10%,-2%,?,2,-11%,4%
Cn1cc(C(=O)NCC2COc3ccccc3O2)c(=O)c2cc(S(=O)(=O)N3CCCCC3)ccc21 (centres undefined),nt,-2%,-3%,-5%,-3%,13%,0,-13%,-1%
COc1cccc(-c2nn(-c3ccccc3)cc2CN(C)Cc2ccon2)c1,-1%,3%&2%,-13%,-22%,-2%,-5%,0&7,-1%,8%
Oc1[nH]c2ccc(Br)cc2c1N=Nc1nn[nH]n1,11%,8%,-1%,-6%,22%,-26%,-1,-10%,1%
Cc1ccccc1NC(=O)CSc1nc2ccccc2c2nc(CCn3cncc3C)nn12,4%&3%,-3%[60.1 µM],-22%&-19%,-15%&-2%,22%,-17%&-8%,-3&-3,5%&-4%,?
CCCN(CCC)c1ccc(C(O)c2nnc(-c3ccccc3)o2)cc1 (centres undefined),1%,1%,-9%,-21%,-6%,6%,-1,-13%,-3%
COC(=O)C1CCN(C(=O)NC(C)(C)C)CC1,-5%,-5%,1%,1%,-1%,-8%,-8,-1%,0%
O=C(NCC1c2ccccc2CCN1C(=O)CN1CCOCC1)C1CCCCC1 (centres undefined),4%,-20%,12%,-4%,-4%,391%[activator],-2,-8%,-13%
N#CC(C(=O)NCCc1ccccc1)c1nc2ccccc2nc1N1CCCCC1 (centres undefined),0%,-12%,0%,-4%,-4%,9%,-1,3%,13%
O=C(NC1CCCCCCC1)c1ccc(F)cc1,-1%,-4%,0%,-13%,14%,0%,-1,-1%,22%
Cc1ccc2cc(C#N)c(NCc3ccccc3)nc2c1,0%,-9%,-7%,-3%,2%,-3%,-8,-4%,-10%
CCN(CC)S(=O)(=O)c1ccc(N2CCOCC2)c(NC(=O)C(C)Oc2ccc(F)cc2)c1 (centres undefined),-11%,-29%,-5%,-30%,1%,-30%,2,nt,nt
CCOc1ccc(NC(=O)CCCc2nnc3n(C)c(=O)c4sccc4n23)cc1,-1%,-13%,10%,-12%,nt,6%,-3,-8%,?
Cc1ccccc1NC(=O)CSc1nnc2ccc(-c3ccncc3)nn12,-14%,2%,2%,-11%,26%,1%,6,nt,nt
CNCC(O)Cn1c2c(c3ccccc31)CCCC2 (centres undefined),121%[activator],-26%[60.1 µM],0%[11.4 µM],-17%,-1%,-10%,-2,-11%,1%
O=C(CN1CCN(Cc2ccccc2)CC1)NCc1ccccc1Cl,10%,-8%,20%,-1%,20%,-1%,-13,-3%,0%
Cc1cc(C(F)(F)F)nn1Cc1n[nH]c(=S)n1-c1ccc(F)cc1,-6%,-3%,-23%,-3%,6%,-15%,-8,-1%,5%
O=c1[nH]nc(-c2ccc(F)cc2)cc1Cc1ccc(F)cc1,1%,-16%,-13%,-7%,2%,19%,-7,-5%,1%
Cc1c(O)ccc(NS(=O)(=O)c2ccccc2)c1C,-2%,-2%,-50%,3%,-5%,0%,-6,?,41%

# (listing goes on)
SMILES,ERG Ets-DNA blk,POLK inh,RGS4 inhibitor,Pol eta inh,APEX1 inh,12-LOX inh,LDHA block,Apoferritin bind,POLB inh
COc1ccc2c(c1OC)C(=O)N(c1cccc(C)c1)C2=O,5%,-7%,28%,-7%,0%,8%,-5,?,2%
Cc1ccc(O)c(-c2ccnc3cc(-c4ccc(Cl)cc4)nn23)c1,0%,?,8%,-16%,nt,-8%,-12,-5%,7%
CC(=O)Oc1cccc(N2C(=O)C3C(C2=O)C2C=CC3C23CC3)c1 (centres undefined),-6%,0%,-13%,-11%,0%,-18%,0,-13%,0%
CCCCc1ccc(-c2csc(/C(C#N)=C\c3ccco3)n2)cc1,-4%,-14%,6%,-7%,4%,?,-1,8%,41%
COC(=O)c1ccc(NS(=O)(=O)c2ccc3c(c2)n(C)c(=O)n3C)cc1,-10%,-6%,39%,-12%,16%,-1%,-11,-13%,-11%
COc1ccc(C(=O)Nc2nncs2)cc1S(=O)(=O)N1CC(c2ccccc2)CC1=O (centres undefined),4%,-5%,-20%,-14%,24%,487%[activator],-8,-14%,6%
Oc1c(C(Nc2nc3ccccc3s2)c2ccco2)ccc2cccnc12 (centres undefined),nt,-9%,-15%,-6%,?,?,1,-22%,12%
COc1ccc(-n2c(SCC(=O)Nc3nccs3)nnc2-c2ccoc2C)cc1,-6%,-9%,3%,-1%,-2%,-3%,2,-9%,2%
CC(=O)Nc1c(C(=O)O)[nH]c2ccccc12,2%,7%,11%,-10%,5%,8%,-1,1%,19%
O=S(=O)(Nc1nc2ccccc2nc1Nc1ccc2c(c1)OCO2)c1ccc(F)cc1,-4%,-7%,15%,-7%,-1%,4%,3,1%,-1%[57.1 µM]
Cc1cc2nc(C3CCCN(C(=S)Nc4ccccc4)C3)[nH]c2cc1C (centres undefined),nt,-3%,-22%,11%,-3%,11%,-8,-12%,?
CCOC(=O)c1ccc(NC(=O)CSc2nnc(COc3ccccc3OC)n2CC)cc1,-2%,-7%,0%,-9%,2%,-7%,-3,-13%,1%
CCC1CCc2sc(C(=O)N(C)CC(=O)Nc3cccc(OC)c3)cc2C1 (centres undefined),nt,-12%,-14%,-28%,-4%,199%[activator],3,nt,nt
COc1ccc(-c2cccc(NS(=O)(=O)c3cccc([N+](=O)[O-])c3)c2)nn1,11%,-8%,5%,0%,9%,?,-2,nt,nt
Cc1cccc(-n2cc(-c3ccccc3)[nH]c2=S)c1,-17%,1%,-44%,-21%,3%,?,-2,2%,5%
Cc1ccc(Cn2c(=N)n(CC(=O)c3ccc([N+](=O)[O-])cc3)c3ccccc32)cc1,-2%,6%,-11%,-15%,0%,?,-6,0%,18%
Cc1ccc(OCCC(=O)OCC(=O)Nc2ccc3[nH]c(=O)[nH]c3c2)cc1,2%,-21%,7%,-24%,12%,-3%,-5,nt,nt
O=C(NCCN1CCOC1=O)C1CCC(=O)N(CCc2ccc(Cl)cc2)C1 (centres undefined),4%,-6%,-4%,-4%,18%,i,-4,1%,47%
Fc1ccc(C2CCCN2Cc2nc(Cc3ccccc3)no2)cc1 (centres undefined),-4%,9%,-2%,-19%,-4%,-4%,0,-13%,15%
O=C(NCCN1CCOCC1)c1ccc2c(c1)N(Cc1ccccc1F)C(=O)CS2,-11%,-7%,-33%,-16%,0%,-2%,-3,-14%,3%
Cc1cc(C)c2nc(SCC(=O)N3CCCCC3)c(C#N)cc2c1,-4%,0%,-7%,-12%,-10%,0%,0,-12%,10%
Cc1cc(-c2nc3ncccc3o2)ccc1NC(=O)c1ccc(Br)cc1,2%,2%,-24%,-2%,nt,1%&-16%,-2&3,-15%,-11%
N#Cc1c(NC(=O)c2cnccn2)sc2c1CCCC2,-6%,-8%,-19%,?,-1%,-29%,3,6%,?
CC(C)c1ccc(CC(NC(=O)c2ccccc2)C(=O)NCC(=O)O)cc1 (centres undefined),7%,-9%,-2%,-4%,-1%,-7%,1,-12%,0%
CC(C(=O)N1CCN(C(=O)c2ccco2)CC1)n1sc2ccccc2c1=O (centres undefined),1%,-5%,-25%[56.9 µM],-21%,19%,-5%,-1,5%,3%
O=C(COC(=O)c1ccc(Cl)nc1)NC(=O)c1ccc(OC(F)F)cc1,-3%,-4%,-23%,-11%,-7%,-26%,1,nt,nt

# Screening data: PubChem, National Center for Advancing Translational Sciences (NCATS)

# An excerpt, so the mix of outcomes need not match the whole.
